PAFAH1B3 FP inh: PAFAH1B3 (human) inhibition; Q15102; recombinant PAFAH1B3, FP-rhodamine probe, fluorescence polarization; inhibition, % at 3.39 µM; 340,000 tested, 0.28% active; AID 492972;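 active = inhibition above the screen-wide average of all tested compounds plus 3 SD, cut at about 25% in these data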;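 note: 0% = enzyme with DMSO only and 100% = wells lacking PAFAH1B3 protein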
Target sequence (Q15102 whole entry, looked up): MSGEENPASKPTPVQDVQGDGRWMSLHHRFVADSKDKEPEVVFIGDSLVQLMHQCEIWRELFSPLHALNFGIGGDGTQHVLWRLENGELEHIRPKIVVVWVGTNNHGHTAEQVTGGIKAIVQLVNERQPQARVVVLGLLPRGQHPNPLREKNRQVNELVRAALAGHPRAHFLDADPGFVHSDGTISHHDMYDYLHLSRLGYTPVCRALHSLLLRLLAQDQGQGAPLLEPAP
GSTO1 inh: GSTO1 inhibition, counter-screen for RBBP9 inhibitors; P78417; recombinant GSTO1, activity-based probe fluorescence polarization; 300,000 tested, 1.1% active; inhibition, % at 5.96 µM; AID 1974;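 active = inhibition above the campaign mean inhibition plus 3 SD, cut at about 35% in these data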;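 note: 0% = GSTO1-1 with DMSO and 100% = wells lacking GSTO1-1 enzyme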
PME-1 inh: PME-1 (human) inhibition; recombinant PME-1, FP-Rh probe fluorescence polarization; Q9Y570; AID 2130; inhibition, % at 5.9 µM; 320,000 tested, 0.53% active;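 active = inhibition above the campaign mean of all compounds plus 3 SD, cut at about 26% in these data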;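 note: competitive labeling of PME-1 active site by serine hydrolase directed probe; 0% = PME-1 with DMSO and 100% = wells lacking PME-1 enzyme; inhibitors block probe labeling so polarization falls and inhibition rises; many of its hits are not listed in these tables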
PAFAH1B2 inh: blocks human PAF acetylhydrolase 1b catalytic subunit 2; AID 492953; inhibition, % at 3.39 µM; 340,000 tested, 1.2% active; P68402; recombinant PAFAH1B2, FP-rhodamine activity probe, fluorescence polarization;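 active = inhibition above the mean of all tested compounds plus 3 SD, cut at about 24% in these data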;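 note: 0% = enzyme with DMSO and 100% = wells lacking PAFAH1B2; many of its hits are not listed in these tables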
Target sequence (P68402 whole entry, looked up): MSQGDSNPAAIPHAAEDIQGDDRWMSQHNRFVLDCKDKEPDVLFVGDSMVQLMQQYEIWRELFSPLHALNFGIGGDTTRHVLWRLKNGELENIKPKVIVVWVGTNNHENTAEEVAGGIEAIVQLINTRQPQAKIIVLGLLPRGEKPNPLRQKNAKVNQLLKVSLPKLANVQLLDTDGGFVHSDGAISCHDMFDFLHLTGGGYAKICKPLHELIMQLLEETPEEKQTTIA
PAD4 inh: PAD4 (human) enzyme inhibition; inhibition, % at 6.36 µM; Q9UM07; 330,000 tested, 0.41% active; recombinant PAD4, RCA probe fluorescence polarization;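 active = percent inhibition above a cutoff equal to the mean of all tested compounds plus 3 SD, cut at about 15% in these data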;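 note: 0% = PAD4 with RCA probe and DMSO and 100% = probe without PAD4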
Target sequence (Q9UM07 whole entry, looked up): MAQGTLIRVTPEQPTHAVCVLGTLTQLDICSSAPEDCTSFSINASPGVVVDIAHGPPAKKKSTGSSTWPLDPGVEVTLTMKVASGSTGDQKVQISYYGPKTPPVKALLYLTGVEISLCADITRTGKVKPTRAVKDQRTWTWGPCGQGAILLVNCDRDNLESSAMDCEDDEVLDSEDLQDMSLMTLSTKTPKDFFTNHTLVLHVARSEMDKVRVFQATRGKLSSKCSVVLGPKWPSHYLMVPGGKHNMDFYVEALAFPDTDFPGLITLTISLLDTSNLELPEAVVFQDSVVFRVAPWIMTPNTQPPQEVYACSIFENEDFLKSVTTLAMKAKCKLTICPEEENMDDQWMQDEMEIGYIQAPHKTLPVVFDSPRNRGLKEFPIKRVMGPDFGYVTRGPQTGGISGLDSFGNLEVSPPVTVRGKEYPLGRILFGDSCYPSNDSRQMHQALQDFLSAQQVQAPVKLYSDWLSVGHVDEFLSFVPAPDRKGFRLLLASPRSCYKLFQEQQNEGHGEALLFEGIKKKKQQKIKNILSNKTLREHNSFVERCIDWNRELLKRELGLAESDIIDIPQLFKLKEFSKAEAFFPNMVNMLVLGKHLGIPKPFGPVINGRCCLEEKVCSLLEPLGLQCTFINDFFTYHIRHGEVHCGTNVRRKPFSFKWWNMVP
LYPLA1 counter: blocks human lysophospholipase 1, a PME1 counter-screen; O75608; recombinant LYPLA1, FP-Rh probe fluorescence polarization; inhibition, % at 5.9 µM; 320,000 tested, 0.16% active;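 active = inhibition above the mean of all tested compounds plus 3 SD, set per campaign, cut at about 14% in these data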;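 note: inhibitors block serine hydrolase probe labeling of LYPLA1 so polarization falls; 0% = enzyme with DMSO and 100% = wells lacking LYPLA1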
PAFAH2 inh: inhibitors of human PAFAH2 | Q99487 | 340,000 tested, 0.99% active | inhibition, % at 3.39 µM | recombinant PAFAH2, FP-rhodamine activity probe, fluorescence polarization;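 active = inhibition above the mean over all tested compounds plus 3 SD, cut at about 30% in these data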;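 note: inhibitors block probe labeling of enzyme so polarization drops; 0% = enzyme with DMSO and 100% = wells lacking PAFAH2 protein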
pPAFAH inh: inhibitors of human plasma PAF acetylhydrolase (pPAFAH). recombinant pPAFAH, FP-rhodamine probe fluorescence polarization. inhibition, % at 3.39 µM. 330,000 tested, 1.5% active. AID 463082;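 active = inhibition above the mean inhibition across the screen plus 3 SD, cut at about 25% in these data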;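 note: inhibitors block binding of the rhodamine activity-based probe so polarization drops; 0% = enzyme with DMSO and 100% = wells lacking pPAFAH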
Fam108B counter: blocks mouse Fam108B hydrolase in RBBP9 counter-screen | recombinant Fam108B, FP-Rh probe fluorescence polarization | inhibition, % at 9.51 µM | 300,000 tested, 0.33% active | AID 1947;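 active = inhibition above the screen mean inhibition plus 3 SD, computed separately per campaign, cut at about 18% in these data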;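 note: inhibitors lower polarization as less probe binds the enzyme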
* marks the source's active call; other numbers are inactive results; / = no result given; & = joins results of further samples. The list is partial; rates above refer to the full screens.

SMILES	PAFAH1B3 FP inh	GSTO1 inh	PME-1 inh	PAFAH1B2 inh	PAD4 inh	LYPLA1 counter	PAFAH2 inh	pPAFAH inh	Fam108B counter
O=C(C1=C(O)C(=O)N(Cc2ccccc2)C1c1cccnc1)c1ccco1 (centres undefined)	4	0	0	1	2	-3	2	7	3
COC(=O)C(C(=O)NCC1CCCO1)C1CCCC1 (centres undefined)	-1	1	0	-3	1	1	-10	-2	1
CN(CCC#N)C(=S)Nc1ccc(Oc2ccccc2)cc1	-2	1	1	5	0	-1	-2	1	0
COC(=O)c1ccc(NC(=S)NCCC2=CCCCC2)cc1	4	4	1	4	-1	-8	-8	-1	5
Cn1nc(C(=O)NCc2ccccc2Cl)c2c1-c1ccccc1S(=O)(=O)C2	3	-6	-4	1	-6	-3	-4	-2	0
O=C(c1cccc(C(F)(F)F)c1)N1CCN(c2cc(=O)[nH]nc2-c2ccccc2)CC1	-1	3	3	0	-5	-3	-3	1	-1
O=C(NCC1(c2ccccc2)CCOCC1)c1cccs1	-6	-3	-9	10	-5	-4	0	3	-2
Cn1c(NC(=O)/C=C/c2c(F)cccc2Cl)cc(=O)n(C)c1=O	/	-5	-6	/	1	2	/	3	-10
CCc1ccccc1NC1Nc2cc(C)nn2S1 (centres undefined)	-1	4	1	-2	-4	5	-2	2	5
Cc1ccc(-n2c3c(c(=O)[nH]c2=O)C(C(F)(F)F)(C(F)(F)F)NC(=O)N3)cc1	-8	3	-8	0	-1	-2	-6	-2	-3

Among those listed so far, three contain four or more nitrogen atoms:
SMILES	PAFAH1B3 FP inh	GSTO1 inh	PME-1 inh	PAFAH1B2 inh	PAD4 inh	LYPLA1 counter	PAFAH2 inh	pPAFAH inh	Fam108B counter
O=C(c1cccc(C(F)(F)F)c1)N1CCN(c2cc(=O)[nH]nc2-c2ccccc2)CC1	-1	3	3	0	-5	-3	-3	1	-1
CCc1ccccc1NC1Nc2cc(C)nn2S1 (centres undefined)	-1	4	1	-2	-4	5	-2	2	5
Cc1ccc(-n2c3c(c(=O)[nH]c2=O)C(C(F)(F)F)(C(F)(F)F)NC(=O)N3)cc1	-8	3	-8	0	-1	-2	-6	-2	-3

(next part)
SMILES	PAFAH1B3 FP inh	GSTO1 inh	PME-1 inh	PAFAH1B2 inh	PAD4 inh	LYPLA1 counter	PAFAH2 inh	pPAFAH inh	Fam108B counter
COC(=O)c1nnn(-c2nonc2N)c1COc1ccc(C=O)cc1OC	11	17	4	5	-5	4	0	3	4
Cn1nc(C(=O)NC2CCCN(Cc3ccccc3F)C2)c2ccccc2c1=O (centres undefined)	6	-2	4	-1	2	1	-1	0	1
COc1ccc(OC)c(NS(=O)(=O)Cc2ccccc2)c1	/	2	-1	/	4	2	/	4	1
CCOC(=O)C(C(=O)OCC)N(C#N)c1nc(OC)nc(N(C)C)n1	-8	4	0	3	-3	-1	2	3	3
COCCNC(=O)C1CC(c2ccc([N+](=O)[O-])cc2)=NO1 (centres undefined)	0	1	1	-1	3	-2	1	4	-2
O=C(NCc1ccc(OC(F)(F)F)cc1)C1CC2Cn3c(nc4ccccc43)C2N1Cc1ccccc1 (centres undefined)	9	-6	2	2	-1	0	-2	8	3
O=S(=O)(NCC1CCCO1)c1ccc(S(=O)(=O)N(Cc2ccc(F)cc2)C2CCCCC2)cc1 (centres undefined)	2	3	2	3	-7	-2	-5	-6	-5
S=C(Nc1ccc2cn[nH]c2c1)Nc1ccc(Cl)cc1Cl	12	-3	8	8	-8	-3	-2	6	6
CCOc1ccc(NC(=O)COC(=O)C2CC2C)cc1 (centres undefined)	5	/	/	3	-5	/	60*	12	/
COc1ccc2[nH]c(=O)c(CN(CC3CCCO3)S(=O)(=O)c3ccccc3)cc2c1 (centres undefined)	7	0	1	4	-3	0	5	4	0
COc1cc(-c2nc(CN3CCN(CC(C)C)C(=O)[C@@H]3C)c(C)o2)ccc1F	2	-1	6	-1	-6	1	-8	2	1
COc1ccc(OC)c(S(=O)(=O)N2CCC(c3nc4ccccc4[nH]3)CC2)c1	-3	-4	3	-2	2	-2	-3	2	4
COc1ccc(CCC(C)Nc2ccc(F)c(F)c2)cc1 (centres undefined)	8	4	9	4	-10	-2	1	5	-2
CCOC(=O)N1CCN(C2OC(=O)c3ccccc32)CC1 (centres undefined)	12	-3	-1	2	3	-2	-4	5	-4
CC(OC(=O)C1CCCC1)C(=O)Nc1ccc(C(N)=O)cc1 (centres undefined)	3	10	-1	2	-2	1	-2	1	0
O=C(OCC1CC(c2ccccc2)=NO1)c1ccco1 (centres undefined)	8	0	-3	-2	4	0	33*	-7	-1
Cc1nnc(NC(=O)CN2CC(C)OC(C)C2)s1 (centres undefined)	6	6	-1	3	0	-4	7	0	0
Cc1cccc(C)c1NC(=S)NCCSc1ccc(Cl)cc1	-5	-3	7	25*	-1	-2	11	1	-6
CNC(=O)c1c(C)nc(SCC(=O)NCc2ccc(OC)cc2)c(C#N)c1-c1ccco1	2	-1	3	-5	-2	3	-7	8	1
CCOC(=O)C1(CCOC)CCN(C(=O)c2sccc2C)CC1	5	16	-5	5	-2	-1	2	-10	-3
CN(CC(=O)NCc1ccccn1)S(=O)(=O)c1ccc(Cl)cc1	-2	9	0	2	5	0	-1	0	-2
Nc1ccc(N=Nc2ccccc2)c2cccnc12	13	13	24	4	-8	1	9	28*	15
CCO[C@@H]1OC(C(=O)N2CCN(Cc3ccc4c(c3)OCO4)CC2)=C[C@H](c2csc3ccccc23)[C@H]1CCCO	1	-1	0	3	-5	-2	-3	2	-2
COc1ccc(CC(=O)OCC(=O)Nc2ccc3c(c2)OCO3)cc1	-2	-5	5	6	-3	-1	8	15	-2
CC(/C=N/n1cnnc1)=C\c1ccccc1	5	-7	6	3	3	2	0	3	-1
Cc1cc(C(=O)Nc2ccc3c(c2)CCC3)ccc1[N+](=O)[O-]	/	0	-7	/	8	-9	/	-4	-5
CCC(=O)Nc1ccc(Cl)c(NC(=O)c2ccc([N+](=O)[O-])cc2)c1	1	-1	3	-4	0	0	-8	4	3
Brc1ccc(N=C/C=C/C=C/Nc2ccc(Br)cc2)cc1	3	2	-2	7	0	2	5	5	5
Cc1ccccc1C(=O)N1CCN(c2ccc(NC(=O)c3ccc([N+](=O)[O-])o3)cc2)CC1	6	13	6	-1	3	2	2	1	3
Cc1cccc2c(N=Nc3ccccc3)c(O)[nH]c12	-5	0	4	2	4	-1	-4	7	-1
COCCNC(=O)c1cc(-c2ccc(OC)c(OC)c2)on1	2	0	4	1	-1	3	7	2	1
COc1cccc(N2CCN(C(=O)CCNS(=O)(=O)c3ccc4c(c3)c(=O)n(C)c(=O)n4C)CC2)c1	-3	9	-1	4	1	3	2	3	2
CCOc1cc2c3c(c1)C1(Nc4ccccc4S1)C(=O)N3C(C)(C)CC2C (centres undefined)	5	10	7	7	-8	1	6	8	8
CC1(CCC(=O)N2CCCC(N3CCN(c4ccc(F)cc4)CC3)C2)CC1 (centres undefined)	-3	-3	-7	6	-4	2	4	-3	-2
O=C(NC1CC1)C1=C[C@H](C2CC2)C[C@H](OCCCCO)O1	-1	4	4	6	-2	-1	-1	3	-2
O=C1c2ccccc2C(=O)N1C/C=C/c1ccccc1	4	7	-3	0	3	-4	-1	4	2
Cc1ccc(NC(=O)CN2CC(C)SC2=NC2CCCCC2)cc1 (centres undefined)	10&-10	-3	2	7&-2	-9	-2	1&0	1	3
Cc1ccc(-c2cc3nc(-c4ccccc4)cc(N4CCC5(CC4)OCCO5)n3n2)cc1	5	-1	-3	-2	-5	-4	-7	-2	-10
Cc1ccc(-c2noc(CCC(=O)NC3CCCc4ccccc43)n2)cc1 (centres undefined)	-7	-11	-7	-7	-4	0	-5	-8	1
C#CCOCCOCCOCCNc1nc(N2CCN(C(=O)[C@H]([C@@H](C)CC)n3cc([C@@H](N)CC(C)C)nn3)CC2)nc(N2CCN(C(=O)[C@H]([C@@H](C)CC)n3cc([C@@H](N)CC(C)C)nn3)CC2)n1	-2	8	-5	0	3	3	14	2	-1
CCOc1ccc(N(CC(=O)NCC2CCCO2)S(=O)(=O)c2ccc(SC)cc2)cc1 (centres undefined)	1	6	-2	-4	-2	3	0	-1	3
O=C(NNC1CC(c2ccccc2)=NN1C(=O)c1ccccc1)c1ccccc1 (centres undefined)	9	-4	1	3	-3	2	-6	10	2
COc1cccc(C2Nc3ccccc3NC3=C2C(=O)CC(C)(C)C3)c1OC (centres undefined)	-8	7	-4	5	-1	-3	1	0	-2
O=C(O)CC1(CC(=O)N2CCOCC2)CCCC1	8	-3	3	17	7	3	-5	2	-3
COc1ccc2oc(C(=O)OCC(=O)N3CCN(S(=O)(=O)c4ccccc4)CC3)c(C)c2c1	5	-26	6	-1	-3	-2	-2	9	-1
COc1cccc(OC)c1C(=O)Nc1cc2c(cc1N1CCOCC1)n(C)c(=O)n2C	4	3	4	5	0	-4	7	2	1
Cc1cc(/C=C2/SC(=S)N(c3ccc([N+](=O)[O-])cc3)C2=O)c(C)n1-c1cccnc1	10	2	5	2	1	4	11	7	-3
CC(Cc1cnccn1)NC(=O)c1cc(COc2ccc(F)cc2F)on1 (centres undefined)	0	14	0	0	3	3	3	6	3
O=C(Nc1cc(=O)[nH]c(=O)[nH]1)c1cccc(C(F)(F)F)c1	4	2	-8	4	-1	1	0	-2	3
O=c1ccc(-c2ccc(S(=O)(=O)Nc3cccc([N+](=O)[O-])c3)s2)n[nH]1	-1	-22	-2	0	1	1	1	-1	-1
Continuation:
SMILES	PAFAH1B3 FP inh	GSTO1 inh	PME-1 inh	PAFAH1B2 inh	PAD4 inh	LYPLA1 counter	PAFAH2 inh	pPAFAH inh	Fam108B counter
CCOC(=O)CNC(=O)CSc1ncnc2c1cnn2-c1ccc(OC)cc1	6	-23	-5	-2	3	1	9	4	-1
Fc1ccc2cnc(-c3ccccc3)c(-c3ccc(C(F)(F)F)cc3)c2c1	3	/	-8	1	1	-2	3	5	/
COC(=O)c1c(NC(=O)CN2CCOCC2)sc2c1CCC(C)C2 (centres undefined)	1	5	0	2	-2	3	7	9	6
Cc1ccccc1Nc1nc(N)nc(CSc2ccccc2)n1	3	-5	0	2	-2	-4	4	2	-2
O=C(O)c1cccc2c1/C(=N/Nc1ccc([N+](=O)[O-])cc1[N+](=O)[O-])c1ccccc1-2	5	9	3	11	2	2	2	6	2
Cc1ccc(NC(=O)C2CCN(C(=O)c3ccco3)CC2)cc1	8	-2	0	5	3	-3	3	1	0
COc1ccc(Cn2c(SCc3ccc(C)cc3)nc3cc(OC)c(OC)cc3c2=N)cc1Cl	7	-2	5	-2	-2	-3	-4	3	2
COc1cccc(/C=N/NC(=O)c2ccccc2)c1OS(=O)(=O)c1ccccc1	5	-2	2	-5	-3	0	1	-1	-3
Cc1ccc(C(=O)Nc2ccn(Cc3ccc(F)cc3)n2)o1	3	9	4	1	-4	-1	3	5	5
Cn1nnc2cc(NC(=O)Nc3cccc(Cl)c3)ccc21	-24	-5	-54	-13	-4	-10	-15	-5	-23
CN1CCN(NC(=S)Nc2ccc(OC(F)F)cc2)CC1	4	23	2	-1	4	5	-2	-2	7
O=C(Nc1ccc(NC(=O)c2ccc(Cl)c(S(=O)(=O)N3CCOCC3)c2)cc1)c1ccccc1	1	0	1	-3	0	-3	-14	3	-6
CCC(=O)Nc1ccc(S(=O)(=O)Nc2cccc(C)c2)cc1OC	10	-3	2	2	-1	-4	7	30*	-5
NC(=O)NC(Cc1ccccc1)C(=O)O (centres undefined)	6	-2	-2	3	0	-2	4	-1	3
CCn1c(SCC(=O)N=Nc2c(O)[nH]c3ccccc23)nnc1-c1ccc(C(C)(C)C)cc1	/	1	-2	/	0	-1	/	5	-1
